# LYPLA1 counter: LYPLA1 inhibitors, primary screen, counter-screen for PME1 inhibitor project, biochemical, fluorescence polarization, FP-Rh probe ABPP; hit rate 0.16% among 320,000; inhibition, % at 5.9 µM; recombinant LYPLA1; AID 2174, 2009;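 active = inhibition above the mean of all tested compounds plus 3 SD, set per campaign, cut at about 14% in these data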;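 also: inhibitors block serine hydrolase probe labeling of LYPLA1 so polarization falls; 0% = enzyme with DMSO and 100% = wells lacking LYPLA1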
# PAFAH2 inh: PAFAH2 enzyme inhibitors, primary screen, biochemical, fluorescence polarization, human. recombinant PAFAH2, FP-rhodamine activity probe. Platelet-activating factor acetylhydrolase 2, cytoplasmic (Homo sapiens), Q99487. inhibition, % at 3.39 µM. hit rate 0.99% among 340,000;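 active = inhibition above the mean over all tested compounds plus 3 SD, cut at about 30% in these data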;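 also: inhibitors block probe labeling of enzyme so polarization drops; 0% = enzyme with DMSO and 100% = wells lacking PAFAH2 protein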
# PAFAH1B2 inh: PAFAH1B2 enzyme inhibitors, primary screen, biochemical, fluorescence polarization, human; recombinant PAFAH1B2, FP-rhodamine activity probe; inhibition, % at 3.39 µM; hit rate 1.2% among 340,000;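 active = inhibition above the mean of all tested compounds plus 3 SD, cut at about 24% in these data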;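 also: 0% = enzyme with DMSO and 100% = wells lacking PAFAH1B2; many of its hits are not listed in these tables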
# ZTA DNA inh: ZTA (EBV) inhibition in EBNA-1 counter-screen | hit rate 0.15% among 320,000 | ZTA-DNA binding, fluorescence polarization | inhibition, % at 11 µM | P03206; in the data active = inhibition above about 33%
# PREPL inhibitor: PREPL enzyme inhibitors, primary screen, biochemical, fluorescence polarization; recombinant PREPL, fluorescence polarization activity-based probe; inhibition, % at 5.96 µM; AID 2751, 2010; hit rate 0.68% among 320,000; Prolyl endopeptidase-like (Homo sapiens), Q4J6C6; in the data active = inhibition above about 43%;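 also: 0% = enzyme with DMSO and 100% = wells lacking enzyme; many of its hits are not listed in these tables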
# Target sequence (Q4J6C6 whole entry, looked up): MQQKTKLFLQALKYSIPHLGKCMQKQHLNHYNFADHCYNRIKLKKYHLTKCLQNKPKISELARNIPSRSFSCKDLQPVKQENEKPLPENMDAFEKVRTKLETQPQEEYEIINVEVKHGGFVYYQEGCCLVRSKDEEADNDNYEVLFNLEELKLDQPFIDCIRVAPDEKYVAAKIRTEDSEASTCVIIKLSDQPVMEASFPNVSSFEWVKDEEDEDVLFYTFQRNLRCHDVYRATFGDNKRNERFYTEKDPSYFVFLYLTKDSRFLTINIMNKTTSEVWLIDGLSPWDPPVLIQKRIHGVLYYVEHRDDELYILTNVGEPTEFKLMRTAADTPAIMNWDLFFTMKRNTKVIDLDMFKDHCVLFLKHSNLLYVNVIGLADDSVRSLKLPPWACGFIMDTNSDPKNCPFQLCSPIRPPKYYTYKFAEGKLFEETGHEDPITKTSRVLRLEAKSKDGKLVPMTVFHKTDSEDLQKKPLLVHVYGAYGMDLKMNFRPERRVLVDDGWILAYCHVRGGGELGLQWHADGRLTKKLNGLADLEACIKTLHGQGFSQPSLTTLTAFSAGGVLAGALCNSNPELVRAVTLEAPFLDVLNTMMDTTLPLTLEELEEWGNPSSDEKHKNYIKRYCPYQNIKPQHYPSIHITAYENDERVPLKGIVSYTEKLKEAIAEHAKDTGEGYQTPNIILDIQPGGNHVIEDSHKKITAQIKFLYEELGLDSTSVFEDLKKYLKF
# pPAFAH FP inh: pPAFAH enzyme inhibitors, primary screen, biochemical, fluorescence polarization, human; AID 463082, 2010; hit rate 1.5% among 330,000; Platelet-activating factor acetylhydrolase (Homo sapiens), Q13093; inhibition, % at 3.39 µM; recombinant pPAFAH, FP-rhodamine probe fluorescence polarization;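 active = inhibition above the mean inhibition across the screen plus 3 SD, cut at about 25% in these data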;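 also: inhibitors block binding of the rhodamine activity-based probe so polarization drops; 0% = enzyme with DMSO and 100% = wells lacking pPAFAH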
# EBNA-1 inh: EBNA-1 DNA-binding inhibitors, primary screen, biochemical, fluorescence polarization | hit rate 0.34% among 300,000 | inhibition, % at 14.8 µM; in the data active = inhibition above about 28%
# PAFAH1B3 inh: PAFAH1B3 enzyme inhibitors, primary screen, biochemical, fluorescence polarization, human. inhibition, % at 3.39 µM. recombinant PAFAH1B3, FP-rhodamine probe. Platelet-activating factor acetylhydrolase IB subunit alpha1 (Homo sapiens), Q15102. hit rate 0.28% among 340,000;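 active = inhibition above the screen-wide average of all tested compounds plus 3 SD, cut at about 25% in these data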;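 also: 0% = enzyme with DMSO only and 100% = wells lacking PAFAH1B3 protein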
# LYPLA2 counter: LYPLA2 inhibitors, primary screen, counter-screen for PME1 inhibitor project, biochemical, fluorescence polarization, FP-Rh probe ABPP. Acyl-protein thioesterase 2 (Homo sapiens), O95372. recombinant LYPLA2. hit rate 0.38% among 320,000. AID 2177, 2009. inhibition, % at 5.9 µM;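 active = inhibition above the screen-wide mean plus 3 SD, limit set per campaign, cut at about 26% in these data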;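 also: 0% = LYPLA2 with DMSO and 100% = wells lacking LYPLA2 enzyme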
# Target sequence (O95372 whole entry, looked up): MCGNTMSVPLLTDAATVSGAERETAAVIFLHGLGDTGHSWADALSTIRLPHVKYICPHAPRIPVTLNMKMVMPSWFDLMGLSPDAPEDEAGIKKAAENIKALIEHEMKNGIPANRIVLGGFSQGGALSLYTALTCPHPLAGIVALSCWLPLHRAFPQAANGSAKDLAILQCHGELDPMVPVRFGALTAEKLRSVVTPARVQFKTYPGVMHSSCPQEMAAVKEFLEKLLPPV
# The depositor's hits bear a star; . = not tested or not shown. These rows are one share of the data, so the mix of outcomes need not match the whole.
# Results follow in this order: LYPLA1 counter	PAFAH2 inh	PAFAH1B2 inh	ZTA DNA inh	PREPL inhibitor	pPAFAH FP inh	EBNA-1 inh	PAFAH1B3 inh	LYPLA2 counter
COC(=O)Cc1csc(Nc2ccccc2Cl)n1
  3	7	2	4	1	4	-4	-3	3
Cc1n[nH]c(=S)n1/N=C/c1ccc(Br)o1
  3	2	2	10	0	3	11	1	7
COc1ccccc1Oc1ncnc2c1oc1ccccc12
  1	3	4	-5	8	2	12	3	6
CCC1Sc2ccc(S(=O)(=O)Nc3ccc(OC)c(OC)c3)cc2NC1=O (configuration not stated)
  0	8	-2	8	-3	5	3	5	4
O=C(CC(C(=O)O)C1CCCO1)Nc1cccc(C(F)(F)F)c1 (configuration not stated)
  2	8	3	7	-3	-2	8	-3	1
O=C(/C=C/c1ccc2c(c1)S(=O)(=O)N(Cc1ccccc1)[C@H]2CC(=O)N1CCOCC1)N1CCOCC1
  .	0	8	.	10	1	.	14	.
CN(Cc1ccco1)C(=O)c1ccc(S(=O)(=O)N2CCCCCC2)cc1
  0	6	0	-2	-2	2	.	6	5
O=C(NCCN1CCOCC1)c1ccc(Cl)c(S(=O)(=O)NCc2ccccc2)c1
  .	-3	7	.	11	4	.	0	.
CCOC(=O)N1CCN(c2c(-c3ccccc3)c3cc(Cl)ccc3[nH]c2=O)CC1
  -1	4	4	-8	14	3	-3	-5	2
Oc1ccc(C[C@@H]2CNC(=S)N2CCCCC2CCCCC2)cc1
  -3	5	3	-3	9	-3	2	16	2
COC(=O)c1ccccc1NC(=O)CC(NCc1ccccc1)C(=O)O (configuration not stated)
  1	.	.	15	-2	2	8	.	5
O=C(Cc1ccc(Cl)cc1Cl)OCC(=O)N1CCN(C(=O)c2ccco2)CC1
  0	8	5	0	13	11	-7	-1	4
Nc1ccc2oc(-c3cccs3)nc2c1
  -1	3	3	-3	7	3	-8	5	3
CCCNC(=O)C(=O)c1cccn1-c1ccsc1C(=O)OC
  -4	3	2	-17	10	2	11	8	0
CSCCC(=O)N1CCC(n2nccc2NC(=O)c2ccc3c(c2)OCO3)CC1
  3	-3	5	1	-3	3	3	15	15
O=C(C1CCN(Cc2cn[nH]c2-c2ccc(F)cc2F)CC1)N1CCOCC1
  -3	-6	1	13	3	2	6	12	-3
COC(=O)[C@H](Cc1ccccc1)NC(=O)NCCc1ccccc1F
  -1	-1	4	9	3	3	8	11	-2
CC(=O)c1cc(C(=O)NC2CCCc3c2cnn3-c2cc(C)cc(C)c2)[nH]n1 (configuration not stated)
  -2	-5	5	5	4	-2	-2	-2	-11
CC(C)(C)c1ccccc1NC(=O)C1=COCCO1
  0	1	5	7	29	4	7	1	0
CCc1nonc1NC(=O)c1oc2ccc(Cl)cc2c1C
  3	-2	-2	5	3	3	8	3	-1
COc1ccc(/C=N/NC(=O)C(=O)N2CCCCCC2)cc1O
  0	2	2	-6	4	1	1	12	7
COc1ccc(CNC(=O)CN2C(=O)NC(C)(c3ccc(C(C)(C)C)cc3)C2=O)cc1 (configuration not stated)
  -1	-1	1	-9	1	7	6	1	-6
Cc1ccc(/C(N)=N/OC(=O)Cc2cccc3ccccc23)cc1
  -5	0	1	-10	0	3	-8	-1	2
COc1ccc(Cc2c(O)nc(SC)n(C(C)=O)c2=O)cc1
  6	0	3	12	18	4	0	-8	2
CCN(CC)CCN(C(=O)c1ccc2c(c1)OCCO2)c1nc2cc3c(cc2s1)OCO3
  -2	-1	0	-6	21	0	8	3	-2
COc1cc(Nc2nc(SCC#N)nc3ccccc23)cc(OC)c1OC
  -3	-4	4	11	4	-4	-6	16	-3
Cc1cnc(C(=O)OCC(=O)Nc2ccc(Oc3ccccc3)cc2)cn1
  -5	3	5	4	10	0	-7	0	-7
CC(=O)c1ccc(N2CCN(C(=O)C3CCN(S(=O)(=O)Cc4ccccc4)CC3)CC2)cc1
  -1	-4	1	-5	5	10	4	12	36*
Cc1csc(SCC(=O)Nc2ccc(Cl)cn2)n1
  -2	3	4	18	0	2	4	-2	2
OCCN1CCN(CC(O)COc2ccc(C34CC5CC(CC(C5)C3)C4)cc2)CC1 (configuration not stated)
  -2	-1	17	5	-13	7	-2	5	-4
CSc1n[nH]c(N)c1S(=O)(=O)c1ccc(Cl)cc1
  -3	-6	7	5	-2	7	-7	7	-2
CC(C)Oc1ccc(CNC(=O)CCC(=O)N2CC(C)Sc3ccccc32)cc1 (configuration not stated)
  -1	-6	-2	-16	3	0	-7	3	-2
CC(NC(=O)c1ccccc1)C(=O)OCC(=O)N1c2ccccc2Sc2ccccc21 (configuration not stated)
  -2	-1	-3	14	-26	4	-5	-9	12
Cc1cc2nc(SCC(=O)N(C)C)c3c(c2cc1C)CCCC3
  -4	5	-5	7	0	31*	-12	0	-5
OCCC1CN(CCCc2ccccc2)CCN1CCc1ccccc1 (configuration not stated)
  4	4	3	-5	-6	-3	11	2	3
CC(C)N(C(=O)[C@H]1C[C@H](CC(=O)NCCC2=CCCCC2)C(=O)N2CCc3c([nH]c4cc(CCC(=O)N(C)C)ccc34)[C@]12C)C(C)C
  .	4	8	.	.	16	.	6	.
Cc1cccc(NC(=O)c2cc(S(=O)(=O)N3CCOCC3)cn2C)c1C
  0	0	-5	2	-3	2	10	8	-1
CCOc1ccc2[nH]cc(C(=O)N3CCN(CC)CC3)c(=O)c2c1
  0	-7	8	10	-5	1	-1	14	3
Cc1ccc(CNc2ncnc3cc(Cl)ccc23)o1
  -4	1	0	26	-2	2	5	5	-4
COc1ccc(C2C(C#N)=C(C)NC(C)=C2C#N)c(OC)c1
  0	-2	6	8	-4	-3	-2	-7	-2
COC(=O)/C=C1\S/C(=N/NC(=O)c2ccc(OC)cc2)NC1=O
  -1	5	7	-4	-4	0	3	15	5
O=C(Cc1cccs1)Nc1nnc(SCc2ccc(Br)cc2)s1
  -6	-6	6	9	-8	10	3	-1	-3
CCCCC(=O)NC(=S)Nc1cccc(NC(=O)c2ccccc2)c1
  -7	-5	1	1	-4	-15	-29	2	2
COC(=O)CNC(=O)C1CCC(CNS(=O)(=O)c2cccc3nsnc23)CC1 (configuration not stated)
  1	3	0	2	0	2	8	8	2
Cc1ccc(SCc2cc(=O)[nH]c(Nc3nc(C)c4ccccc4n3)n2)cc1
  -5	-8	16	8	-1	7	-1	-6	-8
NS(=O)(=O)c1cccc2cccnc12
  3	-4	2	4	23	-1	8	2	6
COc1cccc2cc(C(=O)Nc3ccccc3Cl)/c(=N/NS(=O)(=O)c3ccccc3)oc12
  -2	8	1	-3	-1	6	2	4	9
COc1ccc(C(=O)OCC(=O)NCC2CCCO2)cc1[N+](=O)[O-] (configuration not stated)
  7	8	-5	-31	18	5	2	9	8
COc1cc2[nH]c(-c3cccc(F)c3)cc(=O)c2cc1OC
  2	-3	-4	-18	8	4	-5	0	7
O=S(=O)(c1ccccc1)c1ccc(N2CCCCCC2)cc1
  -2	8	6	3	38	6	-3	10	-3
O=C(Cc1cc(=O)[nH]c(=O)[nH]1)N1CCC(Cc2ccccc2)CC1
  1	3	11	6	-8	-5	4	1	6
O=C(CNCc1ccco1)Nc1cccc(S(=O)(=O)N2CCCCC2)c1
  5	3	7	1	15	-3	-8	0	7
COc1ccc(-c2nc(-c3ccccc3)c(-c3cc([N+](=O)[O-])ccc3C)[nH]2)cc1OC
  -1	5	-2	-2	7	5	5	12	-2
O=C(Nc1ccc(F)cc1)c1cc(-c2ccncc2)nc2c(Cl)cccc12
  -2	-12	-4	3	6	-4	-2	7	-3
Cc1nc(Nc2cccc(Cl)c2)c2oc3ccccc3c2n1
  -30	-11	-7	4	3	-5	29*	-6	-29
CCOc1ccc(N(CC(=O)N2CCc3ccccc32)S(=O)(=O)c2c(C)noc2C)cc1
  2	4	-3	-1	-3	-3	-6	-2	0
COc1ccc(CCNC(=O)CCNS(=O)(=O)c2ccc3c(c2)CCN3C(C)=O)cc1OC
  -13	1	1	9	6	4	11	12	4
COc1ccc(CCNC(=O)C2CCN(C(=O)N(C)C)CC2)cc1OC
  1	-1	2	2	9	-5	-6	3	3
COc1ccc(-c2cnc3nc(/N=C/N(C)C)nn3c2/N=C/N(C)C)cc1
  -1	-10	5	-10	3	5	5	0	2
Cc1ccc(C(=O)Nc2ccccc2C(=O)N2CCN(c3ccccc3)CC2)cc1
  2	5	5	-5	10	-3	-6	-2	4

# The list continues.
# Results follow in this order: LYPLA1 counter	PAFAH2 inh	PAFAH1B2 inh	ZTA DNA inh	PREPL inhibitor	pPAFAH FP inh	EBNA-1 inh	PAFAH1B3 inh	LYPLA2 counter
O=S(=O)(c1cccs1)N1CN(Cc2ccco2)c2nc3ccccc3nc21
  30*	2	5	-3	36	46*	1	3	38*
COc1ccccc1CNC(=O)Cn1cc([N+](=O)[O-])ccc1=O
  1	1	1	8	-3	8	-7	8	3
COc1ccc(C2C(C#N)=C(N)OC3=C2C(=O)CC(C)(C)C3)cc1OC (configuration not stated)
  1	1	5	-5	-3	2	0	4	-3
c1ccc2c(Oc3ccc4c(c3)OCO4)nncc2c1
  -3	-2	0	10	5	-2	-10	0	10
Cc1cccc(Nc2ncccc2C(=O)NCc2cccs2)c1C
  1	-9	-2	17	9	4	-10	4	7
Cc1cc(C)nc(NC(=O)CN2C(=O)c3ccccc3C2=O)n1
  2	1	4	-2	8	3	1	10	3
Cc1ccc(-c2csc3nnc(SCC(=O)Nc4nsc(-c5ccccc5)n4)n23)cc1
  -4	0	0	12	-21	8	2	4	-4
COc1ccc(Nc2nc(-c3ccncc3)nc3ccccc23)cc1
  -2	0	0	14	11	12	-2	6	-3
O=C(CCN1C(=O)C2CC=C(Cl)CC2C1=O)N1CCCCC1 (configuration not stated)
  3	6	3	6	-3	3	3	10	2
CC1Cc2ccccc2N1C(=O)CSc1nnc(CSc2ncccn2)n1C (configuration not stated)
  3	-6	3	6	12	-1	8	-2	-1
Cn1c2ccc(F)cc2c2ncn(CCN3CCOCC3)c(=O)c21
  -3	4	4	-5	22	1	2	5	-2
Cc1ccc(NC(=O)/C=C2\NC(=O)CS2)cc1
  -1	-1	3	-5	24	6	6	3	6
CC(=O)N[C@H]1[C@H](OC2CCCCC2)O[C@H](COC(C)=O)[C@@H](OC(C)=O)[C@@H]1OC(C)=O
  4	3	5	-13	4	1	-29	2	-1
CN(C)S(=O)(=O)c1ccc(C(=O)Nc2nnc(-c3ccc4c(c3)CCCC4)o2)cc1
  3	-2	5	16	1	10	15	8	2
CC(C)(CCC(=S)N1CCOCC1)C1CCCCC1
  0	7	21	-2	1	7	-5	4	3
COC(=O)c1sc(S(=O)(=O)NCc2cccs2)c(C(=O)OC)c1C
  -2	2	3	-6	-4	8	-1	7	-2
COC(=O)[C@@]1(Cc2ccc(F)cc2)[C@H]2c3cc(C(=O)N(C)C)n(CCc4ccc(OC)c(Br)c4)c3C[C@H]2CN1C(=O)c1ccccc1
  -2	6	0	-23	-3	10	-1	9	-1
Cc1c(C(=O)NCC2CCCO2)oc2ccc(S(=O)(=O)N3CCCCC3)cc12 (configuration not stated)
  -1	-1	1	-1	3	-6	9	3	4

# Compound activity (PubChem BioAssay)
